# Screens from PubChem.
# TRPV1 ag: human TRPV1 agonism; Q8NER1; TRPV1-expressing cells, Fluo-8 calcium influx, agonist mode; activation, % at 8.33 µM; hit rate 0.19% among 320,000; in the data active = activation above about 80%; inconclusive = between about 30% and that limit; also: 0% is about no effect
#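 TRPV1-expressing cells were cultured overnight at 35.5C and loaded with Fluo-8 calcium dye for 40 to 90 min at room temperature. After a 10 s baseline, compound was added and calcium influx was read kinetically for 3 min (ex 480/em 520 nm).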
# GALK inhibitor: galactokinase (human) inhibition. hit rate 0.007% among 270,000. Purified GALK, Kinase-Glo residual ATP luminescence. Potency, µM (top dose mostly 57.5 µM), without a hit: top-dose activity change, negative = inhibition, most hits filed as inhibitors; also: potency is read from the fitted curve at half-maximal effect; % is scaled to controls: 0 for no effect and ±100 for the full control effect
# Target sequence (P51570 whole entry, looked up): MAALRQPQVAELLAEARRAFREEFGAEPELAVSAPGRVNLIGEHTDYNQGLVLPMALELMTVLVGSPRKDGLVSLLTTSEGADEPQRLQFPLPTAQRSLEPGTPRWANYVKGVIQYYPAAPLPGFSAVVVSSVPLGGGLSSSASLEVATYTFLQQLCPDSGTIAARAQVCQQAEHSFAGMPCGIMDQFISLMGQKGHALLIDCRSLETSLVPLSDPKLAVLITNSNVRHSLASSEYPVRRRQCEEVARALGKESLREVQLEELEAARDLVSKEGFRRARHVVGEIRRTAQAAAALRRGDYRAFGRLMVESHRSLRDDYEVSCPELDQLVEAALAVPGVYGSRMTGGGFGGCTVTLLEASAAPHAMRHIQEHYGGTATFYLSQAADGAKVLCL
#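 ATP-depletion format; final 35 uM ATP, 100 uM D-galactose, 5 nM enzyme; pH 8.0 HEPES/Mg2+ buffer; 60 min RT; luminescence read 10 min after detection reagent.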
# Giardia kill: Giardia lamblia killing; Giardia lamblia trophozoite viability; activity change, % at 7.66 µM, hits read low; hit rate 0.15% among 340,000; in the data active = activity change below about -80%; inconclusive = between about -30% and that limit;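 also: parasites exposed to compound for two days anaerobically before the ATP read; % is scaled to controls: 0 for no effect and ±100 for the full control effect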
#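 Killing of trophozoites was scored by loss of ATP luminescence after a 48 hrs anaerobic exposure to compounds at 37 deg C, using 100 cells per well.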
# MLL CXXC-DNA inh: inhibitors of human MLL CXXC domain-DNA interaction. AID 2662. MLL-CXXC / FITC-HOXA9 DNA fluorescence polarization. Potency, µM (top dose mostly 115 µM), for the others: at the top dose activity change, negative = inhibition, hits mostly inhibitors. hit rate 0.037% among 290,000; active = well fitted inhibition curve with a large enough effect in the polarisation, with a control signal flat, not every such curve was filed as active; inconclusive = small, poorly fitted or top-dose-only effect, or effect the other way, or a change in a side signal; inactive = no such curve, though single readings can be large or run the other way; the % refers to the polarisation; also: potency is read from the fitted curve at half-maximal effect
#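 Purified MLL-CXXC (added from a 7 uM solution) was preincubated 5 min at ambient with pinned compounds in 50 mM Tris-HCl pH 7.5, 50 mM NaCl, 1 mM DTT, 0.05% BSA. Fluorescein-labeled HOX-A9 DNA (50 nM solution) followed, 30 min, then polarization read.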
# KCNH2 3.1 block: inhibitors of human KCNH2 3.1 potassium channel isoform | U2OS KCNH2 3.1, thallium flux FluxOr; stronger effect = lower value | AID 720553 | hit rate 0.95% among 340,000 | activity change, % (tested at about 1.8 µM);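 active = maximum activity change below -70%; inconclusive = maximum activity change from -70% to -50%; inactive = maximum activity change above -50%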;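 also: thallium influx rate constant from kinetic fluorescence after stimulation buffer; % is scaled to controls: 0 for no effect and ±100 for the full control effect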
#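 Channel expression came from 3.1 mutant virus (1.77 x 10^8 /mL) applied to suspended U2OS cells for 4 h. Flux was tracked with FluxOr dye plus Red40 quencher, and kinetic rate constants normalized to controls.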
# Coupling enz: coupling enzyme interference in Giardia aldolase counter-screen. coupling enzyme system counterscreen, AmpLite Red fluorescence. activity change, negative = inhibition, % at 58.2 µM, hits read low. hit rate 0.67% among 290,000; in the data active = activity change below about -30%; also: % is scaled to controls: 0 for no effect and ±100 for the full control effect
#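 Activity here indicates interference with the coupling reaction, not aldolase inhibition. Compounds at 57.5 uM final met coupling enzymes for 10 min at RT; substrate and AmpLite Red detection followed, with a 525/598 nm fluorescence read after 20 min.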
# USP2a inh: blocks human ubiquitin-specific protease USP2a; USP2 core, Ub-CHOP2 coupled fluorogenic reporter, 485/531; O75604; AID 463254; Potency, µM (series often up to 38.3 µM), without a hit: at the highest dose activity change, negative = inhibition, hits mostly inhibitors; hit rate 0.01% among 330,000;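 also: potency is read from the fitted curve at half-maximal effect; plate controls were DMSO wells for no effect and full inhibition by NEM control for full effect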
#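 Cell-free coupled assay: 10nM USP2 core preincubated 30min RT with compound in Tris-HCl pH 8.0/CaCl2/CHAPS buffer, then 25nM Ub-CHOP2 and 25nM reporter substrate; fluorescence (Ex 485/Em 531) read after 60min RT, normalized to NEM inhibition, concentration-response curves fitted.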
# PKM2 act: activators of human pyruvate kinase M2; P14618; purified PKM2, Kinase-Glo ATP luminescence, activation; response scale: 0% is enzyme alone, no compound; Potency, µM (titrated, usually from 57.5 µM), inactives show top-dose activation, hits mostly activators; hit rate 0.34% among 260,000; also: potency is read from the fitted curve at half-maximal effect; % is scaled to controls: 0 for no effect and ±100 for the full control effect; nearly all actives have a fitted effect of over 55% in size
# Target sequence (P14618 whole entry, looked up): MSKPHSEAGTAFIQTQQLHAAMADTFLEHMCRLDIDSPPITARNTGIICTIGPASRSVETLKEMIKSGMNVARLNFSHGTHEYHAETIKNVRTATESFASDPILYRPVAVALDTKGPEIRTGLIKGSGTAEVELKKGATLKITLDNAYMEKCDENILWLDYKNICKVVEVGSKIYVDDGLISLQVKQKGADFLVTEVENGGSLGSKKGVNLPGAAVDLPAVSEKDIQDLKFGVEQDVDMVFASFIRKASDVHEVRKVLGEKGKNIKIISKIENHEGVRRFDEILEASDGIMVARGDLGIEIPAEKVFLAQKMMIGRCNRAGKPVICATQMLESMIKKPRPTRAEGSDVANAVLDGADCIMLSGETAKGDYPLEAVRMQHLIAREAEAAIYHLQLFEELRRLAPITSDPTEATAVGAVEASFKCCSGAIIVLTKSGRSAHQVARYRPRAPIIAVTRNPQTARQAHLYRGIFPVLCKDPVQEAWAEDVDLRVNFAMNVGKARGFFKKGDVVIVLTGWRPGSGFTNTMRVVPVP
#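 Purified hPK-M2 (>95% pure) converted ADP (0.1 mM final) to ATP with 0.5 mM PEP in 50 mM imidazole pH7.2, KCl, MgCl2, Tween 20, BSA; 1 h at room temperature. ATP detected by Kinase-Glo luminescence.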
# B2AR arrestin: recruits beta-arrestin to the human beta2-adrenergic receptor; beta-arrestin recruitment to beta2AR, cell-based reporter; P07550; Potency, µM (top dose mostly 46.1 µM), without a hit: at the top dose activation, most hits filed as activators; hit rate 0.02% among 330,000;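 also: potency is read from the fitted curve at half-maximal effect; 0% = DMSO controls and full agonism = EC100 isoproterenol or metaproterenol; nearly all actives have a fitted effect of over 65% in size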
# hERG WT inh: inhibitors of human wildtype KCNH2 potassium channel | Q12809 | U2OS, BacMam KCNH2, thallium flux FluxOr; stronger effect = lower value | activity change, % at 1.84 µM | hit rate 0.37% among 340,000 | AID 720551;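 active = maximum activity change below -70%; inconclusive = maximum activity change between -70% and -50%; inactive = maximum activity change above -50%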; also: % is scaled to controls: 0 for no effect and ±100 for the full control effect
#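 U2OS cells were transduced with wild-type KCNH2 virus (2.03 x 10^8 / mL) for 4 h at room temperature, then cultured overnight at 37 C. Thallium flux was read with FluxOr dye. Rate constants were normalized to DMSO controls.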
# Menin MLL FP TR: displaces Texas Red mutant MLL peptide from human menin; hit rate 0.23% among 270,000; Menin + Texas Red MLL mutant peptide, fluorescence polarization; O00255; Potency, µM (titrated, usually from 61.6 µM), for inactives: at the top dose FP activity change, negative = inhibition, hits mostly inhibitors; active = well fitted inhibition curve with a large enough effect in the polarisation, with a control signal flat, not every such curve was filed as active; inconclusive = small, poorly fitted or top-dose-only effect, or effect the other way, or a change in a side signal; inactive = no such curve, though single readings can be large or run the other way; the % refers to the polarisation; also: potency is read from the fitted curve at half-maximal effect; % of control where 0% means no effect; many of its hits are not listed in these tables
# * = called active by the depositor; i = inactive; ? = inconclusive; / = no result given; [ ] = remark or other dose. Unless noted, calls follow the shape of the dose curve; as a rule, active = well fitted curve in the direction sought with a large enough effect; inconclusive = small, poorly fitted or top-dose-only effect, or another doubt; inactive = no such curve, though single readings can be large; an effect the other way counts as inactive or inconclusive. Some of the compounds tested (hit frequency here may not be typical).
smiles	PKM2 act	TRPV1 ag	Giardia kill	KCNH2 3.1 block	Coupling enz	MLL CXXC-DNA inh	B2AR arrestin	GALK inhibitor	USP2a inh	hERG WT inh	Menin MLL FP TR
CC1=CC(C)(C)N2C(=O)C3(NCCc4c3[nH]c3ccccc43)c3cccc1c32 (stereo not given)	-3%	-2	3	6	-1	2%	-0.8%	-1%	11%	0	1%
Cc1ccc(C)c(N2CCN(C(=O)c3nn(C)c4c3CS(=O)(=O)c3ccccc3-4)CC2)c1	-15%[0.46 µM]	3	-1	-4	-4	-1%	0.5%	-1%	1%	-3	0%
CN(C)/C=N/c1ncn(-c2ncc(C(F)(F)F)cc2Cl)n1	-10%	3	-30	-13	0	-6%	-0.6%	-1%	1%	i	-15%
Nc1nc2ccc(Cc3ccncc3)cc2s1	1%	1	-8	-5	2	12%	0.4%	-2%	-1%	2	-8%
CC1(C)CC(O)CC(C)(C)N1CC(O)COCc1ccccc1 (stereo not given)	/	2	5	-81*	1	3%	0.0%	8%	0%	3	-1%
O=C(CSc1nc2ccccc2c(=O)n1Cc1ccco1)N1CCN(c2ccccc2)CC1	0%	?	5	-107*	1	-5%	-0.1%	1%	-15%	-104*	-22%
O=C(CCc1ccccc1)Nc1cccnc1Cl	-7%	29	-3	3	0	1%	0.0%	7%	3%	1	/
CCS(=O)c1ccccc1C(=O)OCC(=O)Nc1cccc(S(=O)(=O)N2CCCCC2)c1 (stereo not given)	/	0	7	1	/	/	0.3%	/	-3%	0	/
CN1CCc2c(sc3nc(NN)n(Cc4ccccc4)c(=O)c23)C1	-1%	-2	0	4	-4	28%	-0.5%	0%	0%	3	/
CCc1ccc2c(c1)C(c1ccc(N3CCOCC3)cc1)=NNC(c1ccncc1)=N2	-10%	27	-4	-21	0	4%	0.2%	-2%	4%	3	-7%
Cc1cc(N/N=C/c2ccccc2)nc(N)n1	1%	5	-2	32	0	5%	-0.1%	2%	0%	-14	/
CCOC(=O)c1c(C)[nH]c(-c2csc(C)n2)c1C	2%	21	-14	-1	0	4%	-0.7%	1%	1%	-1	-2%
O=C(CNC(=S)N(Cc1ccccc1)Cc1ccccc1F)NCCc1ccccc1	/	22	-7	-2	3	-1%	0.5%	-1%	-1%	-1	-4%
O=C(Cc1ccccc1)Nc1nnc(-c2ccco2)s1	-3%	1	10	-9	3	11%	-0.1%	0%	-1%	-8	?
COc1ccc(S(=O)(=O)N2CCOCC2)cc1NC(=O)c1ccccc1-c1ccc(C(F)(F)F)cc1	-21%	2	-1	-12	4	?	-1.0%	1%	-2%	0	10%
COc1ccc(NC(=S)NCC2CCN(c3ccc(OC)cc3)C2)cc1 (stereo not given)	3%	11	6	-14	-12	4%	0.0%	1%	3%	3	-21%
COc1cc(NC(=O)Cn2nc(C(F)(F)F)c(Br)c2C)cc([N+](=O)[O-])c1	-1%	-4	5	0	-1	9%	-0.8%	2%	2%	-6	?
Cc1cc(C(=O)Nc2ccc(N3CCOCC3)c3nonc23)ccc1[N+](=O)[O-]	3%	12	-2	-6	1	-4%	-0.3%	2%	6%	3	?
CCOC(=O)c1cnc2c(OC)cccc2c1N1CCN(c2ccccc2OC)CC1	2%	24	-1	-24	-5	-5%	3.4%	1%	1%	25	-11%
CCOC(=O)N1CCC(NC(=O)c2cc(S(=O)(=O)NCCc3ccccc3)ccc2F)CC1	5%	-2	-17	-1	6	-3%	0.2%	/	-2%	-4	-7%
Cc1cc(Cl)c(S(=O)(=O)Nc2cccc(O)c2)cc1OCC(N)=O	20%	2	-5	5	-3	1%	-0.9%	-2%	4%	-5	1%
CCCN(Cc1nnc(-c2ccccc2Cl)o1)C(=O)c1cc2ccccc2o1	/	24	7	-9	/	/	4.3%	/	-5%	-10	/
CCn1c(=O)c(C(=O)NCCCO)c(O)c2ccccc21	4%	-2	0	1	-3	5%	3.7%	6%	0%	-13	-1%
O=C(Nc1ccc([N+](=O)[O-])cc1Br)c1cc2ccccc2nc1Cl	-12%	1	-4	-44	5	-1%	0.4%	-2%	2%	-5	/
CCOC(=O)c1c(N)n[nH]c1-c1ccccc1	-7%	0	0	2	1	0%	-0.9%	0%	0%	-3	18%
COc1cc(C(=O)NC2CCCc3ccccc32)cc(OC)c1C (stereo not given)	-1%	3	1	-22	2	3%	-0.3%	-3%	2%	-1	-18%
Cc1ccc(/C=N/N2CCN(C3c4ccccc4-c4ccccc43)CC2)o1	?	2	-15	5	2	5%	-0.3%	2%	-4%	-1	/
CCOC(=O)C(C)(C)Sc1nc2c(cnn2-c2ccc(C)cc2)c(=O)[nH]1	3%	8	-4	3	2	20%	-0.7%	0%	2%	-6	4%
CC(=O)N1c2ccc(S(=O)(=O)NCc3ccccc3Cl)cc2CC1C (stereo not given)	/	3	-15	7	3	2%	0.2%	0%	-1%	-8	0%
COc1cc2c(cc1OC)C(C)N(C(=O)c1cc(Cl)nc(Cl)c1)CC2 (stereo not given)	/	0	34[activator]	6	2	0%	-1.0%	/	-2%	-4	?
COc1cc(C(=S)N2CCCC2)ccc1OCc1ccccc1	-1%	7	-26	12	0	3%	-0.8%	0%	-1%	0	-5%
S=C(NCCN(C1CCCCC1)C1CCCC1)Nc1cccc(Cl)c1	/	?	-7	-27	0	9%	0.3%	0%	-3%	9	?
C=CCOC(=O)C1=C(C)Nc2[nH]c(=O)[nH]c(=O)c2C1c1ccccc1 (stereo not given)	-5%	-1	2	2	-1	1%	-0.3%	-2%	0%	-2	6%
C=CCN(CC=C)CCOc1ccc2ccccc2c1	2%	2	8	-3	-2	0%	-0.2%	-1%	4%	i	-20%
Cc1[nH]c(C)c2c(=O)n(-c3ccccc3)ncc12	-1%	3	-13	3	-8	-2%	0.0%	0%	-2%	-4	4%
O=C1CS/C(=C/C(=O)c2ccccc2)N1	-4%	-2	-6	34	-1	-1%	0.0%	6%	?	-4	2%
Cc1cc(NC(=O)CSc2nc(-c3ccccc3)c(C#N)c(=O)[nH]2)no1	3%	-2	-11	16	18	10%	0.1%	1%	2%	-10	6%
Cc1cc(C)nc(N/N=C/c2ccccc2OCc2ccc(Br)cc2)n1	0%	?	-7	-1	0	11%	0.1%	1%	0%	-20	9%
Cc1ccc2nc3c(cc2c1)c(NS(=O)(=O)c1ccccc1)nn3CC(C)C	-4%	1	1	-5	5	-15%	-0.1%	1%	-1%	1	17%
O=[N+]([O-])/C(C(Cl)=C(Cl)Cl)=C(/Sc1ccccc1)N1CCCCC1	-6%	0	4	8	3	5%	0.5%	-1%	0%	-4	/
Cc1nccn1CCC(=O)O	2%	-1	6	-7	0	2%	0.1%	7%	-1%	-9	3%
CCOC(=O)Cc1nnc(Nc2ccc(C(=O)NC)cc2)c2ccccc12	19%	1	-9	-8	-5	-15%	2.8%	2%	-1%	-6	/
O=C(NCc1ccco1)c1cc2n(n1)C(C(F)(F)F)CC(c1ccc(Cl)c(Cl)c1)N2 (stereo not given)	-3%	-2	-27	4	0	10%	0.2%	8%	-2%	-1	6%
O=C(OCc1nc2ccsc2c(=O)[nH]1)c1ccco1	/	0	-14	-2	/	/	0.0%	/	2%	-4	/
CCN(CC)C(=O)CSc1nc2ccccc2c(=O)n1-c1cccc(OC)c1	9%	6	10	-1	6	-7%	-0.1%	-3%	2%	-1	?
CCS(=O)(=O)Nc1ccc(NC(C)=O)cc1	-14%	-2	-5	-6	-2	13%	0.1%	-5%	4%	-4	-11%
Cc1nc(C(=O)Nc2ccccc2Cl)cc2c1[nH]c1ccccc12	8%	-4	8	-6	1	8%	-0.8%	1%	-12%	-5	?
O=[N+]([O-])c1ccccc1CNCCCCCO	/	-1	4	4	/	/	0.3%	/	1%	10	/
C/C(CC(=O)Nc1ccccn1)=N\NC(=O)c1cnccn1	1%	13	-17	-7	1	-3%	5.5%	-2%	2%	1	/
Cn1c(-c2ccc(Cl)cc2)cnc1NCc1cc2c(cc1[N+](=O)[O-])OCO2	1%	0	-10	-24	-1	37%[activator]	-0.8%	-1%	3%	49	-4%
O=C(COC(=O)c1ccc(Cl)cc1[N+](=O)[O-])NCc1ccco1	/	/	-9	11	/	/	0.0%	/	3%	-7	/
